Bioassay records as filed in PubChem BioAssay.
SRC2 inh: human SRC2 (NCOA2) inhibition; Q15596; HEK293 GAL4-SRC2 luciferase reporter, luminescence; inhibition, % at 9 µM; hit rate 0.17% among 370,000;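 active means inhibition above the mean inhibition of all tested compounds plus 3 SD, set per campaign, cut at about 52% in these data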;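 further: 0% = DMSO treated cells and 100% = cells given Gossypol at 36 µM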
EBV LMP1 NFkB: inhibitors of Epstein-Barr LMP1-induced NF-kappaB reporter. LMP1-induced NF-kappaB luciferase reporter cells, luminescence. inhibition, % at 12.5 µM. hit rate 0.69% among 350,000. AID 504558; in the data active means inhibition above about 41%;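 further: 0% = neutral control wells and 100% = reference inhibitor control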
NR5A2 inv ag: inverse agonists of human LRH-1 (NR5A2); O00482; AID 602396; inhibition, % at 3.6 µM; hit rate 0.13% among 360,000; HEK293T StAR-luciferase reporter, LRH-1 transfected, 24 h;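 active means inhibition above the mean inhibition of all tested compounds plus 3 SD, cut at about 73% in these data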;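 further: 0% = DMSO wells and 100% = reporter-only cells lacking LRH-1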
TLR9-MyD88 block: blocks human TLR9 binding to MyD88. CHO BLA complementation TLR9-MyD88, CCF4 FRET ratio. hit rate 0.21% among 340,000. Q9NR96+Q99836. inhibition, % at 4.98 µM;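 active means inhibition above the mean over all tested compounds plus 3 SD, cut at about 21% in these data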;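 further: 0% = DMSO only wells and 100% = clavulanate BLA inhibitor control wells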
SRC1 inh: human NCOA1 inhibition; Q15788; HEK293 GAL4-SRC1 luciferase reporter, luminescence; inhibition, % at 3.6 µM; hit rate 0.12% among 360,000;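 active means inhibition above the campaign mean plus 3 SD, with each screening campaign given its own cutoff, cut at about 60% in these data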;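 further: 0% = DMSO treated cells and 100% = gossypol at 36 µM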
TROY signal inh: inhibitors of TROY-dependent NF-kB signaling; Q293 LMP1-TROYcd NF-kB luciferase reporter, 4 h; inhibition, % at 10 µM; hit rate 0.98% among 360,000;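 active means compounds whose plate-normalised and pattern-corrected inhibition of the luciferase reporter signal at the single screening dose is 50% or more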
NOD2 RIPK2 PPI: NOD2-RIPK2 protein interaction inhibition; CHO BLA complementation NOD2-RIPK2, CCF4 ratio; inhibition, % at 4.98 µM; hit rate 0.38% among 360,000; in the data active means inhibition above about 21%;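 further: 0% = vehicle only and 100% = reference blocker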
Target sequence (O43353 whole entry, looked up): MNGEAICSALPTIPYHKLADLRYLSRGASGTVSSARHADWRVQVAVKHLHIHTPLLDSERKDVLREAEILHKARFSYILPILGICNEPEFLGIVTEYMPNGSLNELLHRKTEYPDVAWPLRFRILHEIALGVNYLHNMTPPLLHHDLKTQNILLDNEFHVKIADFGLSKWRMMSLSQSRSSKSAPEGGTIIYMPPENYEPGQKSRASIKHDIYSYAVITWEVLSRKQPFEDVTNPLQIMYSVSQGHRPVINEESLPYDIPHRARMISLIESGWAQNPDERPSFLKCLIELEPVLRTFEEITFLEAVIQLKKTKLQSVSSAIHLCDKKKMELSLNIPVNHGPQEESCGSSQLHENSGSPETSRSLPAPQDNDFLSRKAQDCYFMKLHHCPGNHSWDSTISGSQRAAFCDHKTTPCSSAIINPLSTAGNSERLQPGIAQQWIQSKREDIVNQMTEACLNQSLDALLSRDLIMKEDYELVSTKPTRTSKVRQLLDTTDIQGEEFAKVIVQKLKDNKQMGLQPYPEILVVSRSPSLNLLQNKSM
C8 TRAIL sens: caspase-8 TRAIL sensitization; NB7+C8 cells + TRAIL, ATPlite viability luminescence; inhibition (viability loss, TRAIL sensitization), % at 10 µM; hit rate 1% among 360,000;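 active means compounds causing at least 50% loss of cell viability in the single-dose screen, relative to plate controls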
NCOA3 inh: human NCOA3 inhibition; HEK293 GAL4-SRC3 luciferase reporter, luminescence; inhibition, % at 3.6 µM; hit rate 0.17% among 360,000;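 active means inhibition above a per-campaign cutoff, the mean of all compounds plus 3 SD, cut at about 60% in these data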;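 further: 0% = DMSO-treated cells and 100% = gossypol-treated cells at 36 µM; higher means less SRC3-driven luciferase light from the GAL4 reporter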
NR2F2 inh: NR2F2 (human) inhibition, primary screen | HEK293T NGFI-A luciferase reporter, luminescence | hit rate 0.7% among 370,000 | P24468 | inhibition, % at 8.6 µM;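 active means inhibition above a per-plate cutoff, mean inhibition of test wells between control levels plus 3 SD, cut at about 38% in these data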;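 further: cells cotransfected with COUP-TFII expression vector driving the NGFI-A reporter; 0% = median of COUP-TF2 test wells and 100% = reporter-only cells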
Target sequence (P24468 whole entry, looked up): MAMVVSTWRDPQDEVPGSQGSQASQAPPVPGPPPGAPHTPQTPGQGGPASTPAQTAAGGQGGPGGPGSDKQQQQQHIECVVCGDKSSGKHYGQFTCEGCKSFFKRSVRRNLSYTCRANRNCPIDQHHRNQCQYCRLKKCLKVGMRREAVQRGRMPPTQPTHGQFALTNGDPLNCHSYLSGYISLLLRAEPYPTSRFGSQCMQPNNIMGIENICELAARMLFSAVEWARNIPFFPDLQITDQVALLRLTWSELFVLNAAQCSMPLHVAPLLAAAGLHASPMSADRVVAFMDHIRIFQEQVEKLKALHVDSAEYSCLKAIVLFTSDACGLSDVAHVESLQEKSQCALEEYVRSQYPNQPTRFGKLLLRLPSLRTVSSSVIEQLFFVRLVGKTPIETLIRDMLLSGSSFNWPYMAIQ
TWEAK Fn14 block: inhibitors of TWEAK-Fn14 interaction signaling; inhibition, % at 10 µM; AID 1159606; hit rate 2% among 360,000; TWEAK-stimulated Fn14 reporter cells, luciferase luminescence, 8 h; in the data active means inhibition above about 50%
Active calls of the source: *.

Screening CCc1ccc(NC(=O)C(=O)NCC2CCCO2)cc1 (stereo unspecified) returned SRC2 inh -69, EBV LMP1 NFkB -12, NR5A2 inv ag -116, TLR9-MyD88 block -1, SRC1 inh -76, TROY signal inh -22, NOD2 RIPK2 PPI 2, C8 TRAIL sens 3, NCOA3 inh -59, NR2F2 inh -34 and TWEAK Fn14 block -13.
For Cc1ccccc1Nc1nnc(SCC(=O)Nc2ccccc2[N+](=O)[O-])s1 the results were SRC2 inh -4, EBV LMP1 NFkB -5, NR5A2 inv ag 13, TLR9-MyD88 block -2, SRC1 inh 2, TROY signal inh -36, NOD2 RIPK2 PPI 3, C8 TRAIL sens -2, NCOA3 inh 3, NR2F2 inh 13 and TWEAK Fn14 block 8.
Screening CCOC(=O)NC1(C(F)(F)F)C(=O)N(Cc2ccccc2)C2=C1C(=O)CC(C)(C)C2 (stereo unspecified) returned SRC2 inh -24, EBV LMP1 NFkB -3, NR5A2 inv ag 6, TLR9-MyD88 block 4, SRC1 inh -5, TROY signal inh 10, NOD2 RIPK2 PPI 4, C8 TRAIL sens -4, NCOA3 inh 7, NR2F2 inh 7 and TWEAK Fn14 block 2.
O=C(NCc1cccs1)C1CCN(S(=O)(=O)c2ccc3c(c2)OCCO3)CC1 was read as SRC2 inh -10, EBV LMP1 NFkB 1, NR5A2 inv ag -5, TLR9-MyD88 block -11, SRC1 inh -4, TROY signal inh 1, NOD2 RIPK2 PPI -18, C8 TRAIL sens 6, NCOA3 inh 6, NR2F2 inh 2 and TWEAK Fn14 block 13.
`CCOc1ccc(NC(=O)CN(C)C(=O)CSC(C)C(=O)Nc2cc(C)on2)cc1OCC` (stereo unspecified) gave SRC2 inh -23, EBV LMP1 NFkB 3, NR5A2 inv ag 6, TLR9-MyD88 block 6, SRC1 inh -6, TROY signal inh -14, NOD2 RIPK2 PPI -8, C8 TRAIL sens -1, NCOA3 inh 11, NR2F2 inh 4 and TWEAK Fn14 block 8.
Cc1ccc(Nc2nnc(SC(C)C(=O)NCC3CCCO3)s2)cc1 (stereo unspecified) was read as SRC2 inh -12, EBV LMP1 NFkB 2, NR5A2 inv ag -22, TLR9-MyD88 block -17, SRC1 inh -1, TROY signal inh -18, NOD2 RIPK2 PPI 0, C8 TRAIL sens -18, NCOA3 inh 14, NR2F2 inh -5 and TWEAK Fn14 block 2.
`COCCCNC(=O)Cn1nnc(-c2ccccc2NC(=O)c2ccccc2F)n1` gave SRC2 inh -1, EBV LMP1 NFkB 7, NR5A2 inv ag -17, TLR9-MyD88 block -4, SRC1 inh -12, TROY signal inh -6, NOD2 RIPK2 PPI 2, C8 TRAIL sens -10, NCOA3 inh 0, NR2F2 inh 11 and TWEAK Fn14 block 13.
For CCOC(=O)Nc1cccc(OCC(=O)Nc2ccc3c(c2)CCC3)c1 the results were SRC2 inh -12, EBV LMP1 NFkB 5, NR5A2 inv ag 10, TLR9-MyD88 block -3, SRC1 inh -10, TROY signal inh -5, NOD2 RIPK2 PPI -13, C8 TRAIL sens 3, NCOA3 inh 10, NR2F2 inh -26 and TWEAK Fn14 block -21.
Screening Cc1nnc(SC(C)C(=O)Nc2ccc3ccccc3c2)[nH]c1=O (stereo unspecified) returned SRC2 inh 5, EBV LMP1 NFkB -6, NR5A2 inv ag 8, TLR9-MyD88 block 2, SRC1 inh -8, TROY signal inh 8, NOD2 RIPK2 PPI -16, C8 TRAIL sens -3, NCOA3 inh -3, NR2F2 inh -2 and TWEAK Fn14 block -1.
`COc1cc(C)nc(Oc2ccc(OCCOc3ccccc3)nn2)n1` gave SRC2 inh -1, EBV LMP1 NFkB 40, NR5A2 inv ag 3, TLR9-MyD88 block 9, SRC1 inh 4, TROY signal inh -3, NOD2 RIPK2 PPI 13, C8 TRAIL sens 0, NCOA3 inh 1, NR2F2 inh -4 and TWEAK Fn14 block -21.
`CCc1ccc(OCCNC(=O)c2ccccc2SCc2ccccc2)cc1` gave SRC2 inh -4, EBV LMP1 NFkB 22, NR5A2 inv ag -8, TLR9-MyD88 block -2, SRC1 inh -65, TROY signal inh 36, NOD2 RIPK2 PPI -14, C8 TRAIL sens 21, NCOA3 inh -58, NR2F2 inh -21 and TWEAK Fn14 block 8.
`Nc1cc(OC(=O)c2ccccc2Br)nn1S(=O)(=O)c1ccccc1` gave SRC2 inh 0, EBV LMP1 NFkB 0, NR5A2 inv ag 6, TLR9-MyD88 block 1, SRC1 inh 1, TROY signal inh 17, NOD2 RIPK2 PPI 10, C8 TRAIL sens 10, NCOA3 inh 11, NR2F2 inh 5 and TWEAK Fn14 block -6.
COc1ccc2[nH]cc(CCNS(=O)(=O)c3ccccc3)c2c1 was read as SRC2 inh -9, EBV LMP1 NFkB 0, NR5A2 inv ag 11, TLR9-MyD88 block 5, SRC1 inh -4, TROY signal inh -5, NOD2 RIPK2 PPI 3, C8 TRAIL sens -6, NCOA3 inh -6, NR2F2 inh 0 and TWEAK Fn14 block -1.
`O=C(NC1CCCCC1)NC1(C(=O)N2CCN3CCCC3C2)CCCCC1` (stereo unspecified) gave SRC2 inh -7, EBV LMP1 NFkB -4, NR5A2 inv ag -32, TLR9-MyD88 block -6, SRC1 inh -5, TROY signal inh 7, NOD2 RIPK2 PPI -9, C8 TRAIL sens -3, NCOA3 inh 10, NR2F2 inh 6 and TWEAK Fn14 block 4.
`Cn1nc(C(F)(F)F)c(-c2ccc(F)cc2)c1NC(=O)Nc1ccc(F)cc1` gave SRC2 inh 13, EBV LMP1 NFkB -10, NR5A2 inv ag 12, SRC1 inh 21, TROY signal inh 9, NOD2 RIPK2 PPI -8, C8 TRAIL sens 10, NCOA3 inh 3, NR2F2 inh -5 and TWEAK Fn14 block 16.
For Cc1ccc(NC(=S)N(CCCN2CCOCC2)Cc2cccs2)c(C)c1 the results were SRC2 inh -6, EBV LMP1 NFkB 3, NR5A2 inv ag -3, TLR9-MyD88 block -5, SRC1 inh 6, TROY signal inh -7, NOD2 RIPK2 PPI -16, C8 TRAIL sens -12, NCOA3 inh 13, NR2F2 inh -7 and TWEAK Fn14 block -10.
Screening Cc1ccc(C2N3CC4([N+](=O)[O-])CN2CC([N+](=O)[O-])(C3)C4(C)C)cc1 (stereo unspecified) returned SRC2 inh -29, EBV LMP1 NFkB -41, NR5A2 inv ag 7, TLR9-MyD88 block 0, SRC1 inh -8, TROY signal inh 6, NOD2 RIPK2 PPI 0, C8 TRAIL sens 3, NCOA3 inh 9, NR2F2 inh 17 and TWEAK Fn14 block -12.
For CCN(CC)S(=O)(=O)c1cc(C)c(C)cc1Br the results were SRC2 inh 1, EBV LMP1 NFkB 7, NR5A2 inv ag 7, TLR9-MyD88 block 9, SRC1 inh -5, TROY signal inh -27, NOD2 RIPK2 PPI -1, C8 TRAIL sens 0, NCOA3 inh 12, NR2F2 inh 16 and TWEAK Fn14 block -16.
`Cc1[nH]c2ccccc2c1/C=N/Nc1cccc(C(=O)O)c1` gave SRC2 inh -65, EBV LMP1 NFkB 15, NR5A2 inv ag -61, TLR9-MyD88 block 3, SRC1 inh -69, TROY signal inh -45, NOD2 RIPK2 PPI -6, C8 TRAIL sens 1, NCOA3 inh -72, NR2F2 inh -16 and TWEAK Fn14 block -29.
Screening CC1CCN(c2ccc3nnc(CCC(=O)Nc4ccc(F)cc4)n3n2)CC1 returned SRC2 inh 20, EBV LMP1 NFkB 0, NR5A2 inv ag -8, TLR9-MyD88 block 2, SRC1 inh 5, TROY signal inh 8, NOD2 RIPK2 PPI -7, C8 TRAIL sens 0, NCOA3 inh -2, NR2F2 inh -10 and TWEAK Fn14 block 3.

Arranged by heavy-atom count (ascending): three of the compounds above.
COc1ccc2[nH]cc(CCNS(=O)(=O)c3ccccc3)c2c1 was read as SRC2 inh -9, EBV LMP1 NFkB 0, NR5A2 inv ag 11, TLR9-MyD88 block 5, SRC1 inh -4, TROY signal inh -5, NOD2 RIPK2 PPI 3, C8 TRAIL sens -6, NCOA3 inh -6, NR2F2 inh 0 and TWEAK Fn14 block -1.
`Nc1cc(OC(=O)c2ccccc2Br)nn1S(=O)(=O)c1ccccc1` gave SRC2 inh 0, EBV LMP1 NFkB 0, NR5A2 inv ag 6, TLR9-MyD88 block 1, SRC1 inh 1, TROY signal inh 17, NOD2 RIPK2 PPI 10, C8 TRAIL sens 10, NCOA3 inh 11, NR2F2 inh 5 and TWEAK Fn14 block -6.
`O=C(NC1CCCCC1)NC1(C(=O)N2CCN3CCCC3C2)CCCCC1` (stereo unspecified) gave SRC2 inh -7, EBV LMP1 NFkB -4, NR5A2 inv ag -32, TLR9-MyD88 block -6, SRC1 inh -5, TROY signal inh 7, NOD2 RIPK2 PPI -9, C8 TRAIL sens -3, NCOA3 inh 10, NR2F2 inh 6 and TWEAK Fn14 block 4.

Next part:
Screening Cc1cccc(-c2cnn(-c3ccccc3)c2N)c1 returned SRC2 inh -62, EBV LMP1 NFkB -12, NR5A2 inv ag -99, TLR9-MyD88 block -4, SRC1 inh -44, TROY signal inh -27, NOD2 RIPK2 PPI -7, C8 TRAIL sens 21, NCOA3 inh -68, NR2F2 inh -38 and TWEAK Fn14 block -27.
Screening O=C(NC(c1ccccc1)c1ccccc1)c1ccccc1 returned SRC2 inh -3, EBV LMP1 NFkB 1, NR5A2 inv ag 21, TLR9-MyD88 block 2, SRC1 inh 11, TROY signal inh -4, NOD2 RIPK2 PPI -2, C8 TRAIL sens -29, NCOA3 inh -12, NR2F2 inh -1 and TWEAK Fn14 block 4.
COC(=O)c1sc(N2CCN(Cc3ccccc3)CC2)nc1N was read as SRC2 inh -29, EBV LMP1 NFkB -12, NR5A2 inv ag -31, TLR9-MyD88 block 8, SRC1 inh -45, TROY signal inh 0, NOD2 RIPK2 PPI -10, C8 TRAIL sens 1, NCOA3 inh -18, NR2F2 inh -12 and TWEAK Fn14 block -7.
CCCn1c(=S)[nH]c2cc(C(=O)N(CCO)Cc3ccccc3)ccc2c1=O was read as SRC2 inh -28, EBV LMP1 NFkB -7, NR5A2 inv ag 8, TLR9-MyD88 block -10, SRC1 inh 0, TROY signal inh -6, NOD2 RIPK2 PPI -6, C8 TRAIL sens 1, NCOA3 inh -3, NR2F2 inh -5 and TWEAK Fn14 block 25.
For CCCCN1C(=O)C2C(C(=O)Nc3cccc(OC)c3)C3C=CC2(O3)C1C(=O)NC1CCCCC1C (stereo unspecified) the results were SRC2 inh -34, EBV LMP1 NFkB 0, NR5A2 inv ag 9, TLR9-MyD88 block 5, SRC1 inh 0, TROY signal inh -9, NOD2 RIPK2 PPI -2, C8 TRAIL sens -24, NCOA3 inh 20, NR2F2 inh -2 and TWEAK Fn14 block 17.
`O=C(NCCN1CCOCC1)C1CC(=O)N(c2ccc(Cl)cc2)C1` (stereo unspecified) gave SRC2 inh 10, EBV LMP1 NFkB 4, NR5A2 inv ag -12, TLR9-MyD88 block -6, SRC1 inh -16, TROY signal inh 5, NOD2 RIPK2 PPI -3, C8 TRAIL sens -11, NCOA3 inh -15, NR2F2 inh 7 and TWEAK Fn14 block 0.

Not all compounds are listed. The share of hits here may be higher or lower than overall.
